M4 ag: agonists of human muscarinic M4 receptor (CHRM4); CHO-K1 hM4/Gqi5, Fluo-8 calcium fluorescence; vehicle 0%, full acetylcholine response 100%; activation, % at 3 µM; 0.14% of 360,000 active; AID 624127;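 active = activation above the run mean over all test wells plus 3 SD, cut at about 32% in these data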;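 note: peak over basal fluorescence ratio per well then scaled between controls; 0% = DMSO wells and 100% = acetylcholine at EC100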
Target sequence (P08173 whole entry, looked up): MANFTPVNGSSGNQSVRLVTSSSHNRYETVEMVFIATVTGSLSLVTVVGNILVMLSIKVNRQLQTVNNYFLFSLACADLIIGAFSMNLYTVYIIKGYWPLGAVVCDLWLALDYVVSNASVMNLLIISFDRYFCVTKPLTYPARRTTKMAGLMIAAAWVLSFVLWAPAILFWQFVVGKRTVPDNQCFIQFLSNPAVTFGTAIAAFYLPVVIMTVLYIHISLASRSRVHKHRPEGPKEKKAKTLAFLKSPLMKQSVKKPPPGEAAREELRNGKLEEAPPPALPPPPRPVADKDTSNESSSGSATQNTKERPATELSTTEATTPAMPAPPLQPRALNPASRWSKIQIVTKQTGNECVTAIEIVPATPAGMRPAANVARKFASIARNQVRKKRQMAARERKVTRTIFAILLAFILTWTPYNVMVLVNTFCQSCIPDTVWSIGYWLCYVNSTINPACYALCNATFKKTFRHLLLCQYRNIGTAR
M5 antag: antagonists of human muscarinic M5 receptor (CHRM5); AID 624040; CHO-hM5 cells, Fluo-8 calcium fluorescence, ACh EC80; P08912; 0.59% of 360,000 active; inhibition, % at 3 µM;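 active = inhibition above a per-plate cutoff, the mean of that plate's test compounds plus 3 SD, cut at about 27% in these data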;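 note: 0% = acetylcholine EC80 with DMSO and 100% = DMSO without agonist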
Target sequence (P08912 whole entry, looked up): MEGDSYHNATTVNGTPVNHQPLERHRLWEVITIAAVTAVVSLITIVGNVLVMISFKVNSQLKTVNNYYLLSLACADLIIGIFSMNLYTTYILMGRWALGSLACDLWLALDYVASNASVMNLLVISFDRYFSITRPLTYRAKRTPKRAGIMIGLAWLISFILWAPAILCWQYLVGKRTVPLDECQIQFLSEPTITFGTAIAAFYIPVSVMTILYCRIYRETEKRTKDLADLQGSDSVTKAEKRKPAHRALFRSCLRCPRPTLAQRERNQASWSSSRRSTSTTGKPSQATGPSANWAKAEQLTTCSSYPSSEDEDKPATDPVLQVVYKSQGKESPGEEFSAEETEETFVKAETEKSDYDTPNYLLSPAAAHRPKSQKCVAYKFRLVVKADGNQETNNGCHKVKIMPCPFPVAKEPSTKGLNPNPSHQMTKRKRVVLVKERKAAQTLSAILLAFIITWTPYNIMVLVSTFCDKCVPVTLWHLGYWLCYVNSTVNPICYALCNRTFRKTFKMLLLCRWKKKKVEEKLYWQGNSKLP
M5 PAM: potentiates acetylcholine response at human M5 receptor. 0.3% of 360,000 active. AID 624038. activation, % at 3 µM. CHO-K1 hM5, Fluo-8 calcium, ACh EC20 PAM; 0% = ACh EC20, 100% = ACh EC100. P08912;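 active = activation above the run cutoff, the mean activation of all test compounds plus 3 SD, cut at about 18% in these data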
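Assay system: CHO-K1 hM5 cells. Also added: acetylcholine at EC20 concentration, added after compound. Dosing: 3 µM, single dose. Times: compound preincubation 140 s before EC20 acetylcholine addition. Signal: Fluo-8 calcium fluorescence. Measure: % activation relative to EC20 and EC100 ACh responses. Repeats: singlicate, one well per test compound.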
M5 ag: CHRM5 agonism in calcium assay; P08912; CHO-K1 hM5 cells, Fluo-8 calcium fluorescence; 0% DMSO wells, 100% maximal acetylcholine response; activation, % at 3 µM; 0.19% of 360,000 active; AID 624037;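 active = activation above the run's mean over test compounds plus 3 SD, cut at about 23% in these data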;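 note: signal is peak over basal fluorescence ratio across the kinetic read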
CRFR2-BP ag: agonists of human CRF-binding protein/CRF-R2 receptor complex. activation, % at 13.2 µM. AID 588473. 0.46% of 350,000 active. HEK293 CRF-R2/CRF-BP, calcium dye fluorescence (FLIPR); percent of saturating CRF peptide response;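 active = activation of at least 50%, plus an integration ratio under a set limit after plate pattern correction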;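 note: plate controls were neutral control wells without compound for no effect and CRF at EC100 for full effect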
M4 antag: blocks acetylcholine activation of human M4 receptor. P08173. CHO-hM4 cells, ACh EC80, Fluo-8 calcium fluorescence. inhibition, % at 3 µM. 0.73% of 360,000 active;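 active = inhibition above its plate's cutoff, the mean inhibition of sample wells plus 3 SD, cut at about 27% in these data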;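 note: 0% = acetylcholine EC80 with DMSO and 100% = DMSO without agonist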
M4 PAM: potentiates acetylcholine response at human M4 receptor. P08173. CHO-K1 hM4/Gqi5, Fluo-8 calcium fluorescence, ACh EC20; 0% = ACh EC20, 100% = maximal ACh. activation, % at 3 µM. 0.4% of 360,000 active. AID 624126;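 active = activation above its plate's cutoff, the mean activation of sample wells plus 3 SD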; note: some results filed as inactive read as strong as hits
CHRM1 antagonist: antagonists of human M1 muscarinic receptor; P11229; CHO-K1 hM1, Fluo-8 calcium fluorescence, ACh EC80 antagonist; inhibition, % at 3 µM; 1.3% of 360,000 active;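 active = percent inhibition above its own plate's cutoff, namely the mean of that plate's compound wells plus 3 SD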;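 note: peak over basal fluorescence ratio during 140 s after agonist addition; 0% = ACh EC80 plus DMSO and 100% = DMSO alone without agonist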
M1 PAM: human CHRM1 positive allosteric modulation; activation, % at 3 µM; 0.088% of 360,000 active; P11229; CHO-K1 hM1, Fluo-8 calcium fluorescence, ACh EC20; 0% = ACh EC20, 100% = maximal ACh; in the data active = activation above about 19%, passing the limit was not always enough
* = called active by the depositor; . = not tested or not shown. Outcome played no part in choosing rows (roughly 2.8% active in at least one column).

SMILES | M4 ag | M5 antag | M5 PAM | M5 ag | CRFR2-BP ag | M4 antag | M4 PAM | CHRM1 antagonist | M1 PAM
O=C(CCc1ccc(S(=O)(=O)N2CCCCC2)cc1)c1nnc(-c2ccccc2)o1 | 4 | 4 | -8 | 1 | -1.9 | 10 | 0 | -5 | 6
COc1ccc(-c2nc(CSCC(=O)NC3CCCC3)c(C)o2)cc1OC | 2 | 4 | 0 | -2 | -0.6 | 5 | 13 | -10 | 9
Cc1ccc(-c2onc3ccc(C=O)cc23)cc1 | 1 | 0 | -2 | 2 | 1.9 | -3 | 7 | 0 | 7
COC(=O)N/N=C/c1cc(Cl)c(OCc2ccccc2F)c(OC)c1 | 7 | 6 | -2 | -9 | -0.9 | 1 | -5 | 10 | -6
CC(NC(=O)c1ccc(Cl)cc1)c1nnc(SCC(=O)NC2=NCCS2)n1C (stereo unspecified) | 1 | 9 | 3 | -3 | 0.0 | 4 | 0 | -8 | 3
O=C(Nc1ccc(CN2CCOCC2)cc1)c1cccs1 | 1 | -1 | -2 | 0 | -0.3 | -2 | 2 | -4 | 2
O=C(NCCCN1CCOCC1)c1ccc2c(c1)N(Cc1ccccc1)CCS2 | 2 | 2 | 3 | -4 | -0.3 | 2 | -3 | -14 | 0
CCN1C(=O)[C@H]2[C@@H](c3ccc(-c4ccccc4)cc3)N3CCCC[C@@]3(C(=O)OC)[C@H]2C1=O | 14 | 3 | 6 | 5 | -0.4 | -6 | 24* | -18 | 20
CCNC(=S)Nc1cc(C(=O)N2CCCC2)ccc1N1CCCC1 | -1 | 4 | 6 | 4 | 0.2 | -6 | 6 | -1 | 4
Cc1cccc(C)c1OCc1cc(C(=O)N2CC3C[C@@H]4CC2C[C@H](C3)C4)no1 | 1 | -6 | -5 | -4 | 0.7 | 6 | -11 | 5 | -7
O=C1C=C(NC2CCCCC2)CCC1 | 2 | 8 | 7 | -1 | -1.0 | 5 | 7 | 0 | 0
COC(=O)c1ccc(NC(=S)NCCC2=CCCCC2)cc1 | 16 | 10 | -20 | 5 | 10 | 8 | -6 | 9 | -16
O=C(NCc1cccnc1)C(=O)c1c[nH]c2ccccc12 | 1 | 5 | -4 | 1 | 1.7 | 6 | -3 | -6 | 3
COc1ccc(OC)c(C2CC(=O)N3CN(c4ccccc4F)CSC3=C2C#N)c1 (stereo unspecified) | 0 | -13 | 22* | -1 | 0.1 | -10 | 3 | -7 | 3
Cc1cccc(NC(NC(=O)Cc2ccccc2)C(Cl)(Cl)Cl)c1 (stereo unspecified) | 3 | 2 | -12 | -6 | 0.4 | -8 | -6 | 1 | -8
CCNc1nc(NCC)nc(N(n2cnnc2)S(=O)(=O)c2ccc(C)cc2)n1 | 0 | -1 | 5 | -1 | 2.1 | 3 | 6 | -16 | 8
CN1CCc2c(n(CC(O)CN(CCO)CCO)c3ccccc23)C1=O (stereo unspecified) | 1 | -11 | 2 | -2 | 0.9 | 1 | -5 | -5 | 7
Cc1c(O)ccc(/C=N/Nc2nc(-c3cccnc3)nc3ccccc23)c1O | 13 | 12 | -17 | -1 | -0.2 | 18 | -17 | 32* | -8
CC1CN(C(=O)COC(=O)c2ccc(F)cc2Cl)CC(C)O1 (stereo unspecified) | 1 | 1 | 8 | -2 | 0.4 | -7 | -5 | -19 | 18
COc1ccc(N2CCN(C(=O)c3cc4c(s3)CCCCC4)CC2)cc1 | 4 | 10 | -12 | -7 | 0.7 | -16 | -1 | 0 | -5
O=C(O)CCCC(=O)N1CCN(c2cccc(Cl)c2)CC1 | 1 | -4 | 6 | -3 | 1.7 | 3 | 9 | -9 | 10
CCOC(=O)C1(Cc2ccccc2C(F)(F)F)CCN(C2CCN(C(C)C)CC2)CC1 | 1 | 3 | -1 | -6 | 0.1 | -6 | 0 | -6 | 5
Cc1ccc(CNC(=O)CN(Cc2cccs2)C(=O)C2(C)CC(=O)N=C3C=CC=CN32)cc1 (stereo unspecified) | 1 | -2 | 1 | 0 | -3.8 | 0 | 10 | 1 | 3
CC(=O)Nc1ccc(S(=O)(=O)Nc2nc3ccccc3nc2Nc2ccc(C(=O)O)c(O)c2)cc1 | 1 | 14 | 9 | 5 | 3.4 | -2 | 11 | -7 | 7
Clc1ccc(Cn2ncc3c(N4CCCC4)ncnc32)cc1 | 3 | -1 | -4 | -3 | 0.6 | 1 | -2 | -25 | 5
COc1c(C)cc(C(=O)C2CCCN(C(=O)Cn3ccc(C)n3)C2)cc1C (stereo unspecified) | 3 | 5 | 11 | -7 | -1.1 | -14 | 6 | -6 | 4
COc1ccc(-c2nn(-c3ccccc3)cc2/C=N/O)cc1OC | 6 | 16 | 3 | -1 | -1.3 | 0 | 2 | -13 | 14
COc1cc(/C=N/NC(=O)COc2cc(C)cc(C)c2)ccc1OS(=O)(=O)c1ccc(C)cc1 | 2 | 7 | -7 | 0 | 0.3 | 11 | -4 | 13 | -8
Cc1cccc(C(=O)NNC(=O)c2ccccc2[N+](=O)[O-])c1 | 1 | -3 | -4 | 1 | 1.1 | -10 | -10 | -9 | 8
O=C(NC(c1ccccc1)c1ccccc1)C1(c2cccs2)CCOCC1 | -3 | 14 | -8 | -4 | -1.1 | -8 | 6 | -18 | 10
Cn1c2ccccc2c2c(C(=O)N3CCN(C(=O)c4ccco4)CC3)cn(C3CCCCC3)c(=O)c21 | 7 | 2 | -11 | 2 | 0.3 | -13 | -5 | 0 | 2
COc1ccc(S(=O)(=O)N2CCCCCC2)cc1C(=O)Nc1ccccn1 | 4 | -19 | 8 | -2 | 3.0 | -12 | 6 | -7 | 6
COc1cc(NC(=O)c2cccc(Br)c2)nc(OC)n1 | 1 | 12 | 3 | 2 | 0.7 | 3 | -4 | -5 | 1
CCN(CC)CCN1C(=O)C(=O)/C(=C(/O)c2ccc(S(=O)(=O)N3CCOCC3)cc2)C1c1ccccc1 (stereo unspecified) | 1 | 0 | 3 | -2 | -0.7 | -21 | 1 | -11 | 11
CCOc1cccc(-c2nnc3n2N=C(c2cc(OC)ccc2OC)CS3)c1 | 0 | 4 | -7 | -9 | 4.8 | 6 | -3 | -1 | 5
COc1cccc(OC)c1C(=O)OCC(=O)N1CC(C)CC(C)C1 (stereo unspecified) | 2 | 10 | -3 | 1 | -0.4 | -5 | 1 | -9 | 7
CCOc1cc(NS(=O)(=O)c2ccc(OC)cc2)c(OCC)cc1NC(=O)c1ccco1 | 1 | -5 | -1 | -3 | -0.6 | -22 | 17 | -7 | 4
CC(C)CCOP(=O)(c1ccc(N(C)C)cc1)C(O)c1ccc(C(C)C)cc1 (stereo unspecified) | -1 | 3 | -1 | 0 | -1.3 | -4 | 1 | -3 | 4
O=C(C1CCC1)N1CCN(c2cccc(C(F)(F)F)c2)CC1 | 2 | 0 | -1 | 0 | -1.1 | -8 | 3 | -23 | 6
Cc1ccccc1N=C1N=C(N)c2ccccc21 | 1 | -3 | 0 | -3 | 0.4 | -6 | 3 | -7 | 11
COC(=O)c1cc(S(=O)(=O)N2CCN(Cc3ccccc3)CC2)cn1C | 2 | -4 | -1 | 1 | -0.3 | -10 | -1 | 0 | -1
c1nc(N2CCCC2)c2[nH]cnc2n1 | -1 | 0 | 4 | -2 | -0.5 | 11 | 3 | 19 | -10
O=C(C[C@H]1C/C=C\C[C@H](NC(=O)OCC2c3ccccc3-c3ccccc32)C(=O)OC[C@@H]2CCCN2C1=O)NCCO | 0 | 10 | 3 | 1 | -0.1 | 4 | 4 | 1 | 1
O=C(CSc1c2c(nc3ccc(Cl)cc13)CCCC2)NCc1ccco1 | 1 | -5 | -3 | -4 | -0.9 | -9 | 1 | 0 | 2
CCCn1c(=N)n(CC(=O)C(C)(C)C)c2ccccc21 | -1 | -1 | 6 | -8 | -1.8 | 2 | -4 | -17 | -3
CC1CCN(S(=O)(=O)c2ccc(C(=O)NCc3ccco3)cc2)CC1 | 5 | 6 | -9 | 0 | -3.4 | 0 | -9 | 0 | 2
Nc1n[nH]c(S(=O)(=O)CCCc2ccccc2)n1 | 1 | 2 | 0 | -2 | -1.2 | -1 | -1 | -10 | 10
Oc1cccc2cc(-c3ccncc3)cnc12 | 0 | 5 | 0 | 3 | . | -2 | 5 | -21 | 8
CNC(=S)NC1CC2CCCC(C1)N2Cc1ccco1 (stereo unspecified) | 0 | -11 | 11 | -2 | -0.4 | -14 | 25 | -2 | 1
CCCN(CCC)CCNC(=O)c1cc2c(=O)n(CC)c3ccccc3c2s1 | 2 | 5 | 0 | 1 | 1.8 | 1 | 7 | -10 | 9
O=C(NCCCN1CCOCC1)c1ccc2c(c1)N(Cc1ccc(F)cc1)CCS2 | 2 | 3 | -4 | -6 | -0.8 | -3 | -7 | -5 | -2
O=C(CCc1nnc2ccc(NCc3ccco3)nn12)N1CCN(c2ccccc2)CC1 | 2 | -1 | -1 | -4 | 1.5 | -11 | 3 | -11 | 12
CCOC(=O)c1ccc(NC(=O)CSc2nnc(CNc3ccc(OC)cc3)n2C)cc1 | 0 | -12 | 10 | 0 | 2.2 | 6 | 0 | -12 | 7
CNc1ccc(Br)cc(C(=O)/C=C/c2ccc(Cl)cc2Cl)c1=O | 8 | 18 | 12 | 6 | 2.8 | 44* | 4 | 26 | 9
CCOC(=O)C1C(=O)NC(N2CCCCC2)=NC1C(C)C (stereo unspecified) | 1 | -8 | 11 | -8 | -1.5 | -16 | 12 | -10 | 8
NC1=NC(=O)/C(=C\c2ccc(O)c([N+](=O)[O-])c2)S1 | 1 | -3 | -7 | -4 | 1.5 | -3 | 5 | 9 | 7
CCCc1cc(-c2nc(N)ncc2-c2ccc3c(c2)OCCCO3)c(O)cc1OC | -3 | 4 | -11 | -5 | 0.5 | 8 | 10 | 18 | -11
O=S(=O)(c1ccc2c(c1)OCCO2)N1CCN(S(=O)(=O)c2c(F)cc(F)cc2F)CC1 | 2 | 6 | -3 | -3 | 3.6 | -16 | 6 | -2 | 5
COc1ccc2c(CC(=O)NCc3cccs3)coc2c1 | 2 | -8 | 12 | 3 | -7.8 | -7 | 5 | -16 | 13
Cc1ccc(C(=O)COC(=O)c2cc(=O)[nH]c3ccccc23)cc1 | 1 | -3 | -3 | -6 | 12 | 5 | -1 | 2 | 10
O=C(NC1CC2CCC(C1)N2Cc1ccccc1)c1ccccc1Br (stereo unspecified) | 0 | -1 | -1 | -7 | -0.9 | 2 | -6 | -15 | 4

Ordered by molar mass (high to low): five of the compounds above.
SMILES | M4 ag | M5 antag | M5 PAM | M5 ag | CRFR2-BP ag | M4 antag | M4 PAM | CHRM1 antagonist | M1 PAM
O=C(C[C@H]1C/C=C\C[C@H](NC(=O)OCC2c3ccccc3-c3ccccc32)C(=O)OC[C@@H]2CCCN2C1=O)NCCO | 0 | 10 | 3 | 1 | -0.1 | 4 | 4 | 1 | 1
O=S(=O)(c1ccc2c(c1)OCCO2)N1CCN(S(=O)(=O)c2c(F)cc(F)cc2F)CC1 | 2 | 6 | -3 | -3 | 3.6 | -16 | 6 | -2 | 5
O=C(CCc1nnc2ccc(NCc3ccco3)nn12)N1CCN(c2ccccc2)CC1 | 2 | -1 | -1 | -4 | 1.5 | -11 | 3 | -11 | 12
CCCc1cc(-c2nc(N)ncc2-c2ccc3c(c2)OCCCO3)c(O)cc1OC | -3 | 4 | -11 | -5 | 0.5 | 8 | 10 | 18 | -11
COc1ccc2c(CC(=O)NCc3cccs3)coc2c1 | 2 | -8 | 12 | 3 | -7.8 | -7 | 5 | -16 | 13

Assay outcomes: PubChem, several laboratories
